PHOSPHO1 inh = PubChem AID 1565; Phosphoethanolamine/phosphocholine phosphatase (Homo sapiens), Q8TCT1; recombinant PHOSPHO1, absorbance phosphatase assay; inhibition, % at 13.3 µM; 290,000 compounds, 1.1% hits; in the data active means inhibition above about 60%
M4 PAM = human M4 muscarinic receptor positive allosteric modulators, primary screen, CHO-K1 cells, Fluo-8 calcium fluorescence | AID 624126, 2012 | 360,000 compounds, 0.4% hits | CHO-K1 hM4/Gqi5, ACh EC20; 0% = ACh EC20, 100% = maximal ACh | activation, % at 3 µM | Muscarinic acetylcholine receptor M4 (Homo sapiens), P08173;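 active means activation above its plate's cutoff, the mean activation of sample wells plus 3 SD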; further: some results filed as inactive read as strong as hits
MEKK3 PB1 HTS = modulators of MEKK3-MEK5 PB1 binding, primary screen, biochemical, wildtype MEKK3, multiplex bead flow cytometry, Alexa488-MEK5. Mitogen-activated protein kinase kinase kinase 3 (Homo sapiens), Q99759. bead-based flow cytometry, Alexa488-MEK5 binding to MEKK3; actives lie on both sides; 0 = blocked by unlabeled MEK5, 100 = vehicle. binding response (% of control), % at 10 µM. 290,000 compounds, 1.4% hits;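 active means binding response more than 3 SD above or below the average of its plate-row segment, actives on both sides; inconclusive means wells at one plate position flagged as instrument error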;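 further: Alexa488 bead fluorescence after subtracting the streptavidin-only scavenger bead signal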
IDE cell inh = human IDE inhibitors in live cells, primary screen, fluorescence polarization, HEK cells, FAbetaB substrate; FAbetaB cleavage; inhibition, % at 5.59 µM; 320,000 compounds, 0.41% hits;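 active means percent inhibition above the average of all tested compounds plus 3 SD, set per screening campaign, cut at about 16% in these data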;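 further: IDE supplied by intact live HEK cells; FP after avidin binding of uncleaved biotin substrate so inhibition keeps polarization high; 0% = DMSO wells and 100% = 60 µM reference IDE inhibitor Ii1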
Target sequence (P14735 whole entry, looked up): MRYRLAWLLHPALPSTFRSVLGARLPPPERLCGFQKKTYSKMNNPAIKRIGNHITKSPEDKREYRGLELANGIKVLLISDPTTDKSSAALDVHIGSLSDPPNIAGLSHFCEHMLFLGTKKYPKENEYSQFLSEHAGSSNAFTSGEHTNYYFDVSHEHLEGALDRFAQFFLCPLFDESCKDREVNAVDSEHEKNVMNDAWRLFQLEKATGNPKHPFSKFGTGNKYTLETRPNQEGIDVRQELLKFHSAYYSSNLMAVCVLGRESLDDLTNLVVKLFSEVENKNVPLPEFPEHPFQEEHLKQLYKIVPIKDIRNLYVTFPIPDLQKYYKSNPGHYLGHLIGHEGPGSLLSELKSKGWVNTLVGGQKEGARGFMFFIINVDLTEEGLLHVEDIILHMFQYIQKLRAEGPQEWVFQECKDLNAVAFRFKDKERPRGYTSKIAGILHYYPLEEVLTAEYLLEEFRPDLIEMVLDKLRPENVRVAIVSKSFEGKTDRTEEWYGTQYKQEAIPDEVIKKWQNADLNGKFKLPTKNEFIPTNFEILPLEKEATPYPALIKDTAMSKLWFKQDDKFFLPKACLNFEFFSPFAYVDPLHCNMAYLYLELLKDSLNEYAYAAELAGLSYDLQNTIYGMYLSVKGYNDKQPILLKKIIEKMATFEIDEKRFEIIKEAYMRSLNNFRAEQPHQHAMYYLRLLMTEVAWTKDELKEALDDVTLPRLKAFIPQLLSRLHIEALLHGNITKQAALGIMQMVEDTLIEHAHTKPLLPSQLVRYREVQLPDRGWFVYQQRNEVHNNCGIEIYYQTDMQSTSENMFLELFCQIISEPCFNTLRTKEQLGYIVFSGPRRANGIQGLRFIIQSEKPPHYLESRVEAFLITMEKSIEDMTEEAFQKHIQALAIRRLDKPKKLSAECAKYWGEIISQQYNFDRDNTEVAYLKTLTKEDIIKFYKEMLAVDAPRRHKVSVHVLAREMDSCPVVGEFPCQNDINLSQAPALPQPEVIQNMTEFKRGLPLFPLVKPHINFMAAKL
CRFR2-BP antag = antagonists of CRF-BP/CRF-R2 complex, primary screen, cell-based, HEK293, calcium dye fluorescence, uHTS; CRF-induced calcium fluorescence; inhibition, % at 11.8 µM; 350,000 compounds, 0.59% hits; AID 588475, 2011;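 active means inhibition of the ligand-induced calcium signal above about 50% at the single tested concentration, limit read from the data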
IDE act = human IDE activators in live cells, primary screen, fluorescence polarization, HEK cells, FAbeta-B substrate; Insulin-degrading enzyme (Homo sapiens), P14735; FAbeta-B cleavage; 0% vehicle, 100% cell-free pure enzyme wells; activation, % at 5.96 µM; 340,000 compounds, 0.073% hits;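 active means activation above the mean of all tested compounds plus 3 SD, set per screening campaign, cut at about 17% in these data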
CRFBP-R2 agonist = agonists of CRF-BP/CRF-R2 complex, primary screen, cell-based, HEK293, calcium dye fluorescence, uHTS. activation, % at 13.2 µM. calcium dye fluorescence (FLIPR); percent of saturating CRF peptide response. 350,000 compounds, 0.46% hits. CRF-binding protein / CRF receptor 2 complex (human);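 active means activation of at least 50%, plus an integration ratio under a set limit after plate pattern correction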;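 further: plate controls were neutral control wells without compound for no effect and CRF at EC100 for full effect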
GalR3 antag = GalR3 antagonists in HEK293 cells, primary screen, cell-based, fluorescence readout; Galanin receptor type 3 (Homo sapiens), O60755; HEK293 GalR3-CNG cAMP membrane potential fluorescence; galR3 body fused to GalR1 C-terminus; inhibition, % at 3 µM; 360,000 compounds, 0.44% hits; AID 651719, 2012;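 active means inhibition above the screen-wide average plus 3 SD, cut at about 13% in these data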;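 further: forskolin and galanin both at EC90 stimulate the cells; cAMP rise reported by CNG channel membrane potential dye signal; 0% = forskolin plus galanin with DMSO and 100% = forskolin alone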
p-CIP stab down = p/CIP-EGFP fusion destabilizers, primary screen, fluorescence, F442A cells; Q05BA5; 16 h; decrease of EGFP signal, % at 10 µM; 290,000 compounds, 0.01% hits;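 active means EGFP signal decrease of at least 30% at 10 µM or well 3 SD below plate mean, unless failing retest; inactive means the rest, including hits failing retest or dose response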; further: some compounds called inactive have numbers as strong as hits; many of its hits are not listed in these tables
Numbers without * were called inactive; ? = inconclusive; / = no result given.

SMILES,PHOSPHO1 inh,M4 PAM,MEKK3 PB1 HTS,IDE cell inh,CRFR2-BP antag,IDE act,CRFBP-R2 agonist,GalR3 antag,p-CIP stab down
O=C(COC(=O)c1ccc(Cl)c(S(=O)(=O)N2CCOCC2)c1)NCc1ccco1,/,13,/,0,11,0,-1.0,-2,/
Cc1ccccc1Oc1ccc(-c2nc(N)nc(N)n2)cc1,12,0,97,1,-74,1,0.9,-3,-10
COc1ccc(NC(=S)N(CCO)Cc2ccccc2)cc1,20,1,96,0,/,6,/,/,1
CC(=O)Nc1cc(C(=O)N(C)Cc2ccco2)ccc1Sc1ccc(C)cc1,7,-3,109,3,-9,1,-0.6,-4,-7
COc1ccc(Cc2cnc(N)s2)cc1,45,5,94,-1,-1,7,0.2,-4,-12
COc1cc(C)ccc1S(=O)(=O)NC1CC(C)(C)NC(C)(C)C1,40,2,104,-4,-2,-1,-0.2,-10,17
COc1ccc(C(=O)Nn2c(C)nc3ccccc3c2=O)cc1OC,36,-3,103,-2,-10,4,-0.3,-8,3
CC(=O)Oc1ccccc1/C=C1\CCOC1=O,19,0,102,-1,-22,0,0.4,-2,7
CN(C)S(=O)(=O)c1ccc(C(=O)NCC[N+]2(C)CCCCCC2)o1,-3,-2,108,-3,-1,2,0.1,-7,-2
CSc1ccccc1NC(=O)CN(C)CC(=O)c1c(C)[nH]c2ccccc12,/,2,/,1,-16,5,1.3,-5,/
Cc1csc(SCC(=O)Nc2ccccc2C)n1,/,3,/,0,-11,0,-1.8,-8,/
O=C(COC(=O)Cc1ccc(Br)cc1)NC1CCCCC1,-67,1,109,0,11,2,-1.4,-5,-4
O=C(NCCOc1nc(N2CCCCC2)nc(N2CCCCC2)n1)Nc1ccccc1,-2,-5,106,1,-44,-2,1.1,-5,1
Cc1ccnc(NCc2cc(Cl)cc(Cl)c2O)c1,/,1,/,/,4,/,-1.8,0,/
O=C(NC1CCN(C(=O)NCc2ccccc2)CC1)c1ccco1,-10,0,101,0,-12,-3,0.4,-2,-12
O=C(CN1CCCN(Cc2ccc(F)cc2Cl)C1=O)NC1CCCCCC1,-5,10,91,3,-5,2,0.1,-7,-16
Cc1nn(CC(=O)Nc2ccc(Cl)cc2)c(=O)c2cc(-c3ccccc3)nn12,44,-5,98,2,-5,5,4.3,-6,-9
O=C(NCc1cccnc1)/C(=C/c1ccc(-c2ccc(Cl)cc2)o1)S(=O)(=O)c1ccccc1,20,-20,100,6,-48,3,2.3,-5,2
O=C(OCc1ccc(F)cc1)c1cccnc1Cl,-6,-5,99,-1,1,1,-0.6,1,-3
CC1=NNC(=O)C1CCC(=O)N/N=C/c1ccc(Cl)cc1Cl (centres undefined),27,-10,106,3,5,3,-2.8,0,0
CN(C)Cc1cc(C(C)(C)c2cc(CN(C)C)c(O)c(CN(C)C)c2)cc(CN(C)C)c1O,-6,8,104,4,-12,-2,4.1,-4,-2
CSCC[C@H](NC(=O)Cc1c(C)c2cc3c4c(oc3cc2oc1=O)CCCC4)C(=O)O,9,13,105,6,7,-2,-3.2,-7,7
Nc1ccccc1C(=O)NNC1=C(C(=O)C(F)(F)F)CCC1,29,-2,103,2,17,4,7.4,-3,-17
C/C(=N\NC(=S)Nc1cc(S(=O)(=O)N2CCOCC2)ccc1Cl)c1ccccc1F,-7,-2,95,2,4,5,-1.2,-3,-14
Nc1ncnc(Sc2ccccc2)c1[N+](=O)[O-],-6,1,94,0,-14,5,-2.3,-3,-14
COc1cccc(OC)c1NC(=O)CN(C)S(=O)(=O)c1ccc2c(c1)OCCO2,30,7,104,1,-2,3,0.0,-10,4
COCCNC(=O)C(c1ccc(C)o1)N(CCOC)C(=O)Cn1nnc2ccccc21 (centres undefined),17,-7,92,6,-12,-4,-2.6,-2,-11
CN1CCC(N(C)C(=O)c2cccc(S(=O)(=O)N3CCc4ccccc43)c2)CC1,/,1,/,-3,-1,-2,0.5,-6,/
Cc1ccc(N(C)S(=O)(=O)c2cccc(C(=O)N3CCN(Cc4ccccc4)CC3)c2)cc1,/,0,/,-1,14,1,-0.4,-5,/
CC(C)C(=O)Nc1nnc(SCC(=O)NCC2CCCO2)s1 (centres undefined),15,-3,90,-4,-8,5,-1.0,-4,1
O=C(COc1cccc(Cl)c1)NCc1ccccc1,/,2,100,8,1,2,-0.6,-3,-3
CCc1ccc(C(O)(C(C)C)C(CN2CCOCC2)c2ccccc2)cc1 (centres undefined),48,-8,97,/,-13,4,0.8,-9,-2
Nc1nonc1-n1nnc(C(=O)N/N=C/c2cccc(Cl)c2)c1CSc1ccc(Cl)cc1,4,-6,101,-1,-2,2,6.7,-4,17
Cc1ccc2c(c1)N(CCC(=O)NCc1cccs1)C(=O)C(C)O2 (centres undefined),-6,-2,100,4,4,8,-5.2,-4,-5
Cc1c(Cl)cccc1NC(=S)N(Cc1ccccc1)Cc1cccnc1,28,1,100,4,-15,3,-1.0,-1,8
CCOC(=O)Oc1c(OC)cc(C(=O)O[C@@H]2C[C@@H]3CN4CCc5c([nH]c6cc(OC)ccc56)[C@H]4C[C@@H]3[C@H](C(=O)OC)[C@H]2OC)cc1OC,/,0,/,0,23,4,5.6,0,/
CCOC(=O)Cc1nnc(NC(=O)CSc2nnc3c(n2)[nH]c2ccccc23)s1,21,8,100,-3,14,-5,1.5,-4,5
O=C(O)CN1C(=O)C2C3CCC(C3)C2C1=O (centres undefined),/,2,/,/,-13,/,1.1,0,/
COc1ccc(C)cc1N(CC(=O)N/N=C/c1ccccc1C(=O)O)S(=O)(=O)c1ccccc1,1,4,106,0,-3,2,3.3,0,2
CCCCN(CCCC)CCNC(=O)CN1C(=O)COc2ccc(S(=O)(=O)N3CCOCC3)cc21,8,1,98,6,7,8,1.4,4,-12
Cc1cc(C)c(NC(=O)CCN2CCN(Cc3ccccc3)CC2)c(C)c1,/,-2,/,-8,8,3,-1.5,-5,/
O=C(O)/C=C/C(=O)NCCC(c1ccccc1)c1ccccc1,8,10,98,2,11,2,-4.0,0,1
COc1cc(-c2nnc(CSc3nnc(Nc4ccc(C(C)C)cc4)s3)o2)cc(OC)c1OC,2,-6,108,0,-48,2,3.2,1,1
CCN(CC)CCSc1nc(O)c(Cc2ccccc2)c(=O)n1-c1ccccc1,49,-10,104,4,-13,0,-3.2,-4,16
O=C1CCC(C(=O)N(CCO)Cc2ccccc2)CN1CCc1cccc(F)c1 (centres undefined),/,-1,/,/,-8,/,0.0,-5,/
Cc1ccc(C)c(NC(=O)CN(C)C(=O)c2cccc(S(=O)(=O)N3CCN(Cc4ccccc4)CC3)c2)c1,33,-8,102,2,-14,-1,0.5,1,-37
O=C(/C=C/c1cccc([N+](=O)[O-])c1)N1CC[C@@]2(O)CCCC[C@H]2C1,22,-2,106,-2,-10,-5,0.7,1,-8
Cc1c(C(=O)N2CCN(c3ccccc3)CC2)sc2ncnc(N3CCN(c4ccccn4)CC3)c12,15,-4,102,0,24,3,2.1,-6,-2
CCN(CC)c1ccc(/C=N/Nc2cccc(C)c2)c(O)c1,5,-5,100,-8,-2,-4,1.8,-3,-10
O=C(Nc1nccs1)c1ccc(COc2c(F)c(F)cc(F)c2F)o1,/,-1,/,-5,9,1,-2.6,-3,/
O=C(O)c1cc(-c2ccc(/C=c3\sc4nc5ccc(Br)cc5n4c3=O)o2)ccc1Cl,-78,/,97,1,/,/,/,/,-1
CCn1nc(C)cc1C(=O)n1nc(C)c(Sc2ncccn2)c1C,32,-12,88,6,14,2,-3.9,2,-4
Cc1ccc2c(c1)[C@H]1[C@H](CO2)[C@H](c2ccccc2)[C@]2(C)C(=O)Nc3cc(F)c(F)cc3C(=O)N12,/,-13,/,3,2,0,2.5,-7,/
CC(N)c1ccc(Cl)cc1Cl (centres undefined),-9,-2,112,2,-6,2,-3.0,-2,-7
CCOC(=O)CNC(=O)/C=C/c1ccc2c(c1)OCO2,13,4,108,1,-3,9,-1.6,6,-29
CCn1c(=O)cc(OCC(=O)N2CCCCCC2)c2ccccc21,20,3,103,3,19,-8,-0.6,-3,-4
COCCCNC(=O)Nc1ccc(Br)cc1Cl,59,1,?,-2,5,-6,-0.5,-5,1
O=C(C1COc2ccccc2O1)N1CCN(c2ccccn2)CC1 (centres undefined),/,-3,/,10,18,0,-1.8,-4,/
[O-][n+]1ccc(C2CC2)cc1,6,1,98,8,6,0,-0.7,-3,-23
CCCCNCc1cc(OCC)c(OCC)cc1Br,45,-10,101,2,4,/,2.7,-3,-3

(next part)
SMILES,PHOSPHO1 inh,M4 PAM,MEKK3 PB1 HTS,IDE cell inh,CRFR2-BP antag,IDE act,CRFBP-R2 agonist,GalR3 antag,p-CIP stab down
COc1cccc2c1cc1c(=O)n(CC(=O)NC3CCCCC3)nc(C)n12,37,4,108,2,3,4,-1.3,/,-2
CC(C)c1nn2c(=O)cc(CSc3ccccc3NC(=O)c3ccccc3F)nc2s1,18,-3,95,10,-5,-2,0.3,-2,-3
C/C(=N\Nc1nnc(-c2ccccc2)c(-c2ccccc2)n1)c1cccc([N+](=O)[O-])c1,-5,-3,105,-2,15,5,-1.3,-7,0
CC1CCN(CC(O)CN2c3ccccc3Sc3ccccc32)CC1 (centres undefined),27,-13,104,4,-26,4,0.8,/,-9
O=C(NC(=S)Nc1ncc(Br)cc1Br)c1cncc(Br)c1,12,3,92,5,-36,-3,8.0,-8,0
O=C(CNC(=O)COc1ccccc1)NCCc1ccccn1,11,-17,103,2,-4,4,-1.4,-1,4
CCn1cc(-c2cc(C(=O)O)c3ccccc3n2)cn1,-3,10,100,-5,8,4,-1.2,-7,6
CCc1nc2ccccc2c(=O)n1NC(=O)c1c(O)c2cccc3c2n(c1=O)CCC3,5,18,107,-11,1,0,2.4,5,-4
NC(=O)COC(=O)c1c2c(nc3ccccc13)CCC2,28,-9,100,6,-5,2,1.2,-4,-2
NC(=O)c1ccc(N=Cc2ccc([N+](=O)[O-])s2)cc1,-2,-13,100,9,0,3,-2.5,-1,-2
COc1ccc(N2CCN(C(=O)c3c(C)nn(-c4ccccc4)c3C)CC2)cc1,-17,-5,95,6,9,0,-2.7,-2,-16
COc1ccc(OCC(=O)OCC(=O)NC2CC2)cc1,/,6,/,1,0,7,1.4,-3,/
O=C1CC(C(=O)O)C2(CCCC2)O1 (centres undefined),/,1,108,-1,9,-2,-0.2,-3,/
CCOc1cc(C(=O)OCC(=O)Nc2cccc(S(=O)(=O)NC3=NCCCCC3)c2)cc(OCC)c1OCC,/,10,/,2,0,-2,-0.8,3,/

Compound activity: PubChem BioAssay, several laboratories
